Source: PubChem (several laboratories)
OX1R antagonist – human HCRTR1 antagonism; O43613; CHO/OX1R cells, Fluo-8 calcium fluorescence, orexin A; inhibition, % at 5 µM; 330,000 compounds, 0.43% hits; AID 434989;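 active = inhibition above its plate's threshold, mean inhibition of all tested compounds on the plate plus 3 SD, cut at about 37% in these data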;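 note: 0% = orexin A challenge wells and 100% = SB-334867-A antagonist wells; not every result past the cut was called active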
Target sequence (O43613 whole entry, looked up): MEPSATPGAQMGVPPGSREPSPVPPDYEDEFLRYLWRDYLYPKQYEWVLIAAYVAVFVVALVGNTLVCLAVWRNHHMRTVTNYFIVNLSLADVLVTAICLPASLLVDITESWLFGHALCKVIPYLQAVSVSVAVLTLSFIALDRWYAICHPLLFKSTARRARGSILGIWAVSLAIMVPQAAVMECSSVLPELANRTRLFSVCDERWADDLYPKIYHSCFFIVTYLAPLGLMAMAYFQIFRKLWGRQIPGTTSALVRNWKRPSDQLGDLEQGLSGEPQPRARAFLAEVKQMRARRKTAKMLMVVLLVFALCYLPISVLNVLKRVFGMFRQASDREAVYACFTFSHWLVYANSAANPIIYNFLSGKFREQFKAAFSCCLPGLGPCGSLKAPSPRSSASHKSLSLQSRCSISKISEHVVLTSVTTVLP
CHT allo act – allosterically activates the human high affinity choline transporter; 310,000 compounds, 0.49% hits; Q9GZV3; B-score at 10 µM; CHT-expressing cells, membrane potential dye, choline EC20; stronger effect = higher value; LV-AA mutant CHT in HEK293 cells;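 active = initial fluorescence not abnormally high and integrated response B-score, plate-corrected, over 3 SD above library mean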
Target sequence (Q9GZV3 whole entry, looked up): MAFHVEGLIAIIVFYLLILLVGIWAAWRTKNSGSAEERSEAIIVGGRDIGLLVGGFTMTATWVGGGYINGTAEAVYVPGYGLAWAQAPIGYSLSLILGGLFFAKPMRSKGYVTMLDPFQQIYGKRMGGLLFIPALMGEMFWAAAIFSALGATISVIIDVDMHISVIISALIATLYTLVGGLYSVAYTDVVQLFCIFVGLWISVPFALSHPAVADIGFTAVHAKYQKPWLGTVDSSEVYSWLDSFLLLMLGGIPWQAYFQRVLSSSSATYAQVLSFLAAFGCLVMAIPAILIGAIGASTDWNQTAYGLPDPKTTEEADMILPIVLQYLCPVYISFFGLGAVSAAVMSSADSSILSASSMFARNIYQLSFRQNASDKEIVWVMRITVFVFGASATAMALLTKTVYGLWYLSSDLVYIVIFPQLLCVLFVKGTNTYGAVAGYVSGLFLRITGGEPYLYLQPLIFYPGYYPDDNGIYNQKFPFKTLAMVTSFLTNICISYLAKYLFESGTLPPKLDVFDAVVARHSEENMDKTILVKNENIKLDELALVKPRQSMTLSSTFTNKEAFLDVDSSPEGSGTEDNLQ
* = called active by the depositor; i = inactive; / = no result given.

SMILES	OX1R antagonist	CHT allo act
COc1ccc(/C=N/Nc2ncccc2[N+](=O)[O-])c(OC)c1	-7	i
CC1Nc2ccccc2C(=O)N1NS(=O)(=O)c1ccccc1 (configuration not stated)	-11	i
CCOC(=O)c1nn(-c2ccccc2)c(=O)c(C#N)c1C	-13	i
CCOC(=O)c1ccc(-n2cc(C(=O)c3cccnc3)nn2)cc1	/	i
CC(=O)Nc1ccc(-c2nn[nH]n2)cc1Cl	-1	i
N/C(=N\NC(=O)c1cccs1)c1cc2cc(Cl)ccc2oc1=O	-14	i
COC(=O)C1=C(C)NC(=S)NC1c1sccc1C (configuration not stated)	-4	i
CNc1nc(N)c([N+](=O)[O-])c(Nc2cccc(F)c2)n1	8	i
CC1=C(C(=O)Nc2ccccc2)C2(CCCCC2)C(C#N)=C(S)N1	-13	i
COc1ccc(NC(=O)c2ccc(NC(=O)CN3CCN(c4ccccc4)CC3)cc2)cc1	-2	/
COc1ccc(CCNC(=O)CN2CCC(C)CC2)cc1OC	-2	i
COc1ccc(NC(=O)CSc2nnc(Cc3ccc(C)cc3)c(=O)n2N)cc1OC	-25	i
CCOC(=O)N1CCN(S(=O)(=O)c2ccc3c(c2)CC(C)N3C(C)=O)CC1 (configuration not stated)	-16	i
COc1ccc(N(Cc2ccccc2)S(=O)(=O)c2ccc(C)cc2)cc1	-10	i
COc1ccc2nc(SCC(=O)N3CCCCC3)c(C#N)cc2c1	-15	i
Nc1nc(CSCc2ccccc2)nc(N2CCOCC2)n1	-12	i
CC(C)c1ccccc1NC(=S)NCC1(N(C)C)CCCCC1	-10	i
O=C(CN1CCCCCC1)Nc1ccc(Cl)cc1F	-10	i
C/C(=N/NC(=O)c1cc2ccccc2cc1O)C1C(=O)c2ccccc2C1=O	12	i
Cc1ccc(S(=O)(=O)Nc2nc3ccccc3nc2N2CCN(c3ccccc3F)CC2)cc1	-41	i
O=C(NC(=S)Nc1ccc2oc(=O)ccc2c1)c1cc2ccccc2o1	-14	i
O=C(Nc1cccc(S(=O)(=O)NC2=NCCC2)c1)c1cnc(Cl)c(Cl)c1	-38	/
CC(NC(=O)Nc1ccccc1)C(c1cccs1)N1CCN(c2ccccc2)CC1 (configuration not stated)	-17	i
CC(CCc1ccccc1)NC(=O)COC(=O)c1ccc([N+](=O)[O-])cc1 (configuration not stated)	-23	i
CCOC(=O)CN1C(=O)CSc2ccccc21	-13	i
New compounds follow.
SMILES	OX1R antagonist	CHT allo act
CC1C(c2ccccc2)N(C)C(c2ccccc2)CC1(O)c1ccc(F)cc1 (configuration not stated)	-43	i
CC(=O)Nc1ccc(C(=O)N/N=C/c2cccnc2)cc1	11	i
Cc1cc(NC(=O)c2ccc3c(c2)C(=O)N(CCC(C)C)C3=O)no1	-28	i
CCN1CCN(S(=O)(=O)c2ccc3c4c(cccc24)C(=O)N3CC)CC1	-31	/
O=C(NC1CCCCCC1)C1CCCN(S(=O)(=O)c2cnc[nH]2)C1 (configuration not stated)	-13	i
CC1CCCN(CC(O)COC(c2ccccc2)c2ccccc2)C1 (configuration not stated)	-39	i
Cc1ccnc(NS(=O)(=O)c2ccc(NC(=O)CC(C)c3ccccc3)cc2)n1 (configuration not stated)	-6	i
O=C(Nc1ccc2nc3n(c(=O)c2c1)CCCC3)c1ccccc1F	-19	i
Cc1ccc(-c2n[nH]c(=O)c3ccccc23)cc1S(=O)(=O)Nc1ccccc1	-36	i
CC1=C/C(=N\OS(=O)(=O)c2ccccc2)C(C)=CC1=O	93*	i
COc1ccccc1-c1nc(C(F)(F)F)c(OC)o1	-13	i
CCOC(=O)N(NC(=O)C(O)(c1ccccc1)c1ccccc1)c1ccccc1	-11	i
CCOc1ccc(C(=O)Nc2c(C(N)=O)oc3ccccc23)cc1	-19	i
O=C(NCC1CCCO1)c1ccccc1OCc1ccc(F)cc1 (configuration not stated)	-16	i
CCCCC(=O)Nc1ccc(C(=O)NNC(=O)c2cccs2)cc1	4	i
O=S(=O)(c1ccccc1)c1nc(-c2ccco2)oc1NCCN1CCOCC1	-16	i
CCO[C@@H]1OC(C(N)=O)=C[C@H](c2coc3ccccc3c2=O)[C@H]1CCCO	-16	i
COc1cc(OC)cc(C(=O)NC(=S)NNC(=O)c2cnccn2)c1	1	i
CC(=O)Nc1ccc(NC(=O)C2CC(=O)N(Cc3ccccc3)C2)cc1 (configuration not stated)	-2	i
Cn1cccc1C(=O)NC1CCCCCC1	-16	/
COc1ccc(OC)c(-c2csc(NC(=O)c3ccc(OCC4CCCO4)cc3)n2)c1 (configuration not stated)	-2	i
O=C(NCc1ccc2c(c1)OCO2)c1cccc(S(=O)(=O)N2CCCC2)c1	/	i
COc1ccc(C(=O)Nn2c(SCC(=O)c3ccccc3)nc3ccccc3c2=O)cc1	-31	i
Cn1c(=O)c2nc(Cl)c(-c3ccccc3)nc2n(C)c1=O	-16	i
CCc1c(C)c2ccc(OCC(=O)OC)cc2oc1=O	-22	i

Not a retest: 2 of the compounds above.
SMILES	OX1R antagonist	CHT allo act
COc1ccc(/C=N/Nc2ncccc2[N+](=O)[O-])c(OC)c1	-7	i
CC1Nc2ccccc2C(=O)N1NS(=O)(=O)c1ccccc1 (configuration not stated)	-11	i

Remaining list, next part
SMILES	OX1R antagonist	CHT allo act
Cc1cnc2ncc3sccc3c2c1	6	i
CCc1ccc(C2=NN(CCC(=O)NC3CC3)C(=O)CC2)cc1	-7	i
CC(C)(C)C1CCc2c(sc(N)c2C(N)=O)C1 (configuration not stated)	-12	i
Cc1ccc(S(=O)(=O)/C(=C\N(C)C)c2cnc(Cl)s2)cc1	-19	i
Cc1ccc(C(=O)Oc2ccc(/C=N/NC(N)=O)cc2)cc1	-9	i
Cc1nn2c(-c3ccccn3)ccnc2c1Br	2	i
COCCNC(=O)Cn1ncc2ccsc2c1=O	-1	i
Oc1ccccc1Nc1nc(-c2ccccc2O)nc2ccccc12	/	i
CCCCC(=O)N(CCOC)c1nnc(-c2cccnc2)s1	-5	i
COc1ccc(/C=C(/NC(=O)c2ccccc2)C(=O)N/N=C/c2ccncc2)cc1	-10	i
COc1cc(NC(=O)C2CCCN(c3ncccn3)C2)cc(OC)c1 (configuration not stated)	-13	i
CCCCCCC1NC(C(=O)O)CS1 (configuration not stated)	-15	i
COc1cc(/C=C2\SC(=S)N(NS(=O)(=O)c3ccc(C)cc3)C2=O)ccc1O	-2	i
Cc1ccc(N/N=C/c2c(O)cc(C)oc2=O)cc1	-16	i
Oc1cc(-c2ccc(N3CCCCC3)nc2)cc2cccnc12	-12	/
Cc1cc(NC(=O)CCCN2C(=O)/C(=C/c3cccs3)SC2=S)no1	-5	i
Cc1c(OCC(=O)N2CCC(C(=O)O)CC2)ccc2c3c(c(=O)oc12)CCCC3	-6	i
COc1ccc(N(CCCN2C(=O)c3cccc4cccc(c34)C2=O)C(=O)c2cccc(OC)c2)cc1	-13	i
Cc1cc(C)c2nc(SCC(=O)NCC3CCCO3)c(C#N)cc2c1 (configuration not stated)	-8	i
COCc1ccc(-c2c(-c3ccsc3)sc3ccccc23)cc1	-53	/
COc1ccc(C2NN=C(c3ccc(C)cc3)S2)cc1 (configuration not stated)	-18	i
COc1cc(C2Nc3ccccc3C(=O)N2NS(C)(=O)=O)ccc1O (configuration not stated)	-15	i
CCOC(=O)C1=C(O)c2ccccc2C(=O)/C1=C\c1ccc(CC)cc1	-8	i
Cc1ccc(NC(=O)COC(=O)CCn2c(C)csc2=O)cc1S(=O)(=O)N1CCOCC1	-14	i
Cc1cccc(N2CC(C(=O)Nc3nnc(SCc4ccccn4)s3)CC2=O)c1 (configuration not stated)	-19	i

Complete entries as entered above.
`COCc1ccc(-c2c(-c3ccsc3)sc3ccccc23)cc1` across the screens: OX1R antagonist = -53; CHT allo act = /
`CC1CCCN(CC(O)COC(c2ccccc2)c2ccccc2)C1` (configuration not stated) across the screens: OX1R antagonist = -39; CHT allo act = i

Continued:
SMILES	OX1R antagonist	CHT allo act
Cc1cc(C)c2c(CC(=O)NNC(=O)c3ccccc3)coc2c1	-18	i
Cc1cccc(NC(=S)NNC(=O)c2ccco2)c1	-19	i
COc1cc(CN2CCNC(=O)C2CC(=O)NC2CCC2)cc(OC)c1 (configuration not stated)	0	i
O=S(=O)(c1ccccc1)N1CCC(O)(CN2CCN(c3ccccc3)CC2)CC1	/	i
CS(=O)(=O)N1CCC(C(=O)NCCN2CCN(Cc3ccccc3)CC2)CC1	-17	i
COc1ccc(NS(=O)(=O)c2cc(NC(=O)c3ccc(=O)[nH]n3)ccc2C)cc1	-11	/
CSc1nnc(-c2ccc(NC(N)=S)cc2)o1	-16	i
c1ccc2c(c1)[nH]c1c(N3CCSCC3)ncnc12	5	i
CCOC(=O)/C(C#N)=C(/C)c1ccc(OC)cc1	-18	i
COC(=O)c1c(-n2c(C)cc(C=O)c2C)sc2c1CCCC2	-2	i
CN1N=C(C(C)(C)C)CSC1=Nc1ccccc1	3	i
CCC(c1nnnn1C(C)(C)C)N1CCN(Cc2ccccc2OC)CC1 (configuration not stated)	-20	i
O=C(N/N=C/c1ccccc1)c1cc(=O)[nH]c2ccccc12	-3	i
Cc1c(C(=O)OCC(=O)Nc2ccc(N3CCOCC3)cc2)oc2ccccc12	-20	i
CCOc1cc2[nH]c(=S)n(C3CCN(Cc4ccccc4)CC3)c(=O)c2cc1OCC	-14	i
COc1ccc(CN2CCC(n3nccc3NC(=O)CCOc3ccccc3)CC2)cc1C	-26	i
CC(=O)C1=C(O)C(=O)N(Cc2ccco2)C1c1ccc2c(c1)OCO2 (configuration not stated)	-10	i
CC1(C(=O)NCCCN2CCOCC2)Oc2cccnc2NC1=O (configuration not stated)	-25	i
O=C(CC1CC2CCC1C2)N1CCN(S(=O)(=O)c2ccccc2F)CC1 (configuration not stated)	5	/
CCOc1ccc(C(=O)OCC(=O)N2CC(C)OC(C)C2)cc1OCC (configuration not stated)	-23	i
CC(OC(=O)CCOc1ccccc1)C(=O)Nc1ccc(Cl)cn1 (configuration not stated)	-13	i
COc1ccc2cc(CO)n(C)c2c1	-18	/
O=C(NCCO)Nc1ccc(Cl)cc1	1	i
Cn1c(=O)c2cc3c(nc2n(C)c1=O)CC(c1ccccc1)CC3=O (configuration not stated)	-15	i
CC12CN3CC(C)(CN(C1)C3c1ccc(Br)cc1O)C2 (configuration not stated)	-2	i

4 of the compounds above, field by field.
mol: COc1ccc(NS(=O)(=O)c2cc(NC(=O)c3ccc(=O)[nH]n3)ccc2C)cc1
  OX1R antagonist = -11; CHT allo act = /

mol: CSc1nnc(-c2ccc(NC(N)=S)cc2)o1
  OX1R antagonist = -16; CHT allo act = i

mol: c1ccc2c(c1)[nH]c1c(N3CCSCC3)ncnc12
  OX1R antagonist = 5; CHT allo act = i

mol: CCOC(=O)/C(C#N)=C(/C)c1ccc(OC)cc1
  OX1R antagonist = -18; CHT allo act = i

6 of the compounds above, bar-delimited.
structure | OX1R antagonist | CHT allo act
CCOc1ccc(C(=O)OCC(=O)N2CC(C)OC(C)C2)cc1OCC (configuration not stated) | -23 | i
CC(OC(=O)CCOc1ccccc1)C(=O)Nc1ccc(Cl)cn1 (configuration not stated) | -13 | i
COc1ccc2cc(CO)n(C)c2c1 | -18 | /
O=C(NCCO)Nc1ccc(Cl)cc1 | 1 | i
Cn1c(=O)c2cc3c(nc2n(C)c1=O)CC(c1ccccc1)CC3=O (configuration not stated) | -15 | i
CC12CN3CC(C)(CN(C1)C3c1ccc(Br)cc1O)C2 (configuration not stated) | -2 | i

Later entries.
SMILES	OX1R antagonist	CHT allo act
O=C(NC1CCCC1)C(c1cccs1)N(C(=O)c1ccco1)c1ccc2c(c1)OCO2 (configuration not stated)	-19	i
Cc1cc(N)ccc1-n1nc2ccccc2n1	-17	i
O=S(=O)(NCc1ccccc1)NCc1ccc(Cl)cc1Cl	-37	i
O=C(COC(=O)/C=C/c1ccc(F)cc1)Nc1nnc(-c2ccccc2)o1	-7	/
COc1ccc(NC(=O)C2C(=O)N(CCO)C3(C)CC2c2ccccc2O3)cc1 (configuration not stated)	-13	i
C=C(C)C1CC=C(C)/C(=N/NC(=O)C2CC2c2ccccc2)C1 (configuration not stated)	-11	i
CCCCNCCCOc1ccc(C)cc1Br	-17	i
O=C(NC1CCCCC1)C1CCCN(S(=O)(=O)c2cccc3cccnc23)C1 (configuration not stated)	-22	i
CCOc1ccccc1NC(=O)NC1(C(=O)N2CCOCC2)CCCCC1	-12	i
Cn1cccc1/C=N/n1c(-c2ccc(C(C)(C)C)cc2)n[nH]c1=S	-8	i
Cc1cc(C)c(C(N)=O)c(SCC(=O)c2ccc(Cl)cc2)n1	0	i
Cc1ccc(S(=O)(=O)N(C)C)cc1NS(=O)(=O)c1ccc(Cl)s1	-27	i
O=C(NNc1cc(Cl)cc(Cl)c1)C1CCC1	-5	i
Cc1cnc(C(=O)Nc2cc(S(=O)(=O)N3CCOCC3)ccc2N2CCN(C)CC2)cn1	5	9.7*
Cc1cc(N2CCOCC2)nc(-c2ccc(Br)cc2)n1	-5	i
Cc1cc(C(=O)NNC(=O)Nc2ccccc2)no1	-16	i
COc1ccc(-n2nc3c(c2NC(=O)CC(C)C)CS(=O)C3)cc1 (configuration not stated)	1	i
CCCCN(C(=O)CN1C(=O)C2CCCCC2C1=O)c1c(N)n(Cc2ccccc2)c(=O)[nH]c1=O (configuration not stated)	-2	i
COc1cccc(NC(=O)CN(c2cccc(OC)c2)S(C)(=O)=O)c1	-6	i
CC1(C)NC(=O)N(CC(O)COc2ccccc2C(=O)Nc2ccccc2)C1=O (configuration not stated)	-8	i
CCCC(=O)Nc1c2c(nn1-c1ccccc1)CSC2	-7	i
